# human PMI inhibition – MPI enzyme activity inhibition – biochemical, fluorescence intensity, coupled assay, primary screen (AID 1209). purified PMI enzyme, coupled fluorescence intensity; higher % means a stronger effect. one-dose inhibition, % at 20 µM; IC50 in µM for titrated hits. 190,000 compounds, 0.42% hits; in the data active = inhibition above about 50%;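 also: plate controls were DMSO vehicle for no effect and wells lacking substrate for full effect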
# Ins promoter up – MIN6 insulin promoter up-regulation; MIN6 insulin promoter-GFP reporter, high-content imaging; hits give high values; z-score at 5 µM; 190,000 compounds, 0.3% hits; AID 1625;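 active = z-score above 3 at 5 µM with at least 500 cells counted in the well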
# T cell modulator – T cell immune modulators affecting CD8 T cell-vesicle binding; 2C CD8+ T cell-vesicle binding, flow cytometry; hits give low values; calls only at 7 µM; 330,000 compounds, 0.068% hits;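 active = response, share of CD8 T cells binding vesicles, and their 90th percentile fluorescence all below set limits, cut at about 80% in these data, passing the limit was not always enough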
#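 Read-out – percent CD8+ FL2 mean versus row control · System – murine 2C transgenic CD8+ T lymphocytes · Times – 1.5 h cell–vesicle binding at 37 °C, then 20 min icy labelling · Control set – naked vesicles low, QL9 vesicles with vehicle high · Detection – cytometric PE anti-B7-1 and Alexa647 anti-CD8 signals after 1% paraformaldehyde fixation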
# Hep lipid drop – hepatic lipid droplet formation modulation; 240,000 compounds, 0.4% hits; AID 1656; inhibition, % at 6.5 µM; AML12 mouse hepatocytes, oleate lipid droplets, BODIPY imaging;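 active = lipid droplet intensity inhibited by at least 50%, with more than 500 cells counted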
#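 material = mouse AML12 hepatocyte cell line, fixed after treatment | also added = 100 µM oleic acid challenge | doses = compound at 6.5 µM only | schedule = overnight exposure | technique = Image-based BODIPY and DAPI two-channel analysis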
# TNAP activation fold – human TNAP enzyme activators, primary screen, biochemical, luminescent, no phosphate acceptor, uHTS (AID 1001); activation fold at 20 µM, or EC50 in µM where a hit was titrated; 200,000 compounds, 0.03% hits; purified TNAP, luminescent activation assay, no phosphate acceptor; higher activation fold means a stronger effect; in the data active = activation fold from about 3, or a potency from the dose series; inactive = the rest, 99 in 100 with activation fold below about 1.6; also: many of its hits are not listed in these tables
# Dynein cargo inh – blocks dynein driven cargo transport along microtubules. z-score, hits read low. 3617.4 mouse cells, GR-EGFP nuclear translocation imaging; test concentration mostly 20 µM; stimulated with dexamethasone, 1 µM; hits give low values. 220,000 compounds, 0.47% hits;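 active = plate z-score of nuclear minus cytoplasmic receptor signal below a set negative limit, without overly bright fluorescence or cell loss, cut at about -3.5 in these data, passing the limit was not always enough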;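 also: z-score of nuclear minus cytoplasmic ring GR-EGFP intensity difference per well; some compounds called inactive have numbers as strong as hits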
#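 Buffer or medium: Induction medium lacking tetracycline, stripped serum | Also added: Dexamethasone agonist, 1.0 µM final, for 30 min | Timing: 48 h induction, 1 h compound, 30 min dex at 37 °C | Detection: Formaldehyde fixation, Hoechst nuclear stain, 10x automated fluorescence imaging | Measure: Nuclear versus cytoplasmic GR-EGFP signal, averaged per well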
# Myeloid diff 2 – myeloid differentiation induction; calls only at 10 µM; ER-HoxA9 myeloid progenitors, lysozyme-GFP differentiation, flow cytometry; 360,000 compounds, 1% hits; AID 624256;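 active = normalized GFP-positive differentiation at or above the plate's own cutoff, the solvent-only control mean plus 3 SD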;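 also: cells exposed to compound for four days before flow analysis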
# MT stabilize HCS – stabilizes microtubules in HeLa cells; HeLa tubulin immunostaining HCS, 24 h; share of cells brighter than vehicle mean+2SD; % tubulin-high responders, % at 10 µM; 200,000 compounds, 0.83% hits; AID 2205;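 active = plate Z-score above 3 for both tubulin-high and condensed-nucleus cell shares, with cell loss under 80%, at 10 µM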;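 also: anti alpha tubulin signal scored within the nucleus-defined area of each cell; some results filed as inactive read as strong as hits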
# bCat nuc transl – beta-catenin nuclear translocation modulation; AID 1665; 190,000 compounds, 0.3% hits; HeLa beta-catenin nuclear translocation, immunofluorescence imaging; nuclear translocation activity, % at 5 µM;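 active = nuclear translocation activity above 50% at 5 µM, with a well cell count of 50 or more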;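 also: per-cell ratio of nuclear to cytoplasmic median beta-catenin stain intensity; plate controls were DMSO negative control for no effect and GSK-3 inhibitor IX positive control for full effect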
#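 Test system: HeLa cells, endogenous beta-catenin; Compound: single 5 µM dose plus 0.02–20 µM confirmation series; Times: compound exposure 24 h at 37°C; Signal: fluorescence imaging of beta-catenin antibody stain plus DAPI; Read-out: % activation, nuclear-to-cytoplasmic median beta-catenin signal ratio per cell.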
# Dynein cargo inh cytoplasmic EGFP – also measured in Dynein cargo inh; calls as there; z-score; measured here: cytoplasmic GR-EGFP intensity; hits give high values
# Dynein cargo inh nuclear GR-EGFP – recorded beside Dynein cargo inh, whose call it bears; z-score; measured here: nuclear GR-EGFP intensity;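 lower value marks the stronger effect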
# Dynein cargo inh cell count – further read-out of Dynein cargo inh, marked with its call; z-score; measured here: cell count per field
# Ins promoter up cell count – further read-out of Ins promoter up, marked with its call; cell count; measured here: cytotoxicity, nuclei count;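 total cells summed across four imaged fields per well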
# Hep lipid drop cells 6.5 µM – recorded beside Hep lipid drop, whose call it bears; cell count; measured here: cell count, cytotoxicity flag;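 cells counted across two imaged fields per well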
# bCat nuc transl cell count 5 µM – also measured in bCat nuc transl; calls as there; cell count; measured here: cell count, cytotoxicity flag
# T cell modulator vesicle-bound % – second read-out of T cell modulator, no call of its own (marks repeat the call); double positive events, %; measured here: CD8+ vesicle-bound cell fraction;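 binding gate set so that unloaded-vesicle control wells show 10% double positive cells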
# MT stabilize HCS Hoechst-high % – recorded beside MT stabilize HCS, whose call it bears; % Hoechst-high responders; measured here: nuclear condensation Hoechst responders;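 share of cells brighter than vehicle mean plus two SD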
# MT stabilize HCS cytotoxicity % – also measured in MT stabilize HCS; calls as there; toxicity, %; measured here: cytotoxicity by cell density;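 0% = mean cell density of plate MIN control wells and 100% = no cells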
# Myeloid diff 2 GFP+ MAC1+ % – further read-out of Myeloid diff 2, marked with its call; GFP+ MAC1+ double positive, %; measured here: differentiation confirmed by MAC1 staining
# * = called active by the depositor; i = inactive; . = no result given.
# Fields – human PMI inhibition	Ins promoter up	Ins promoter up cell count	T cell modulator	T cell modulator vesicle-bound %	Hep lipid drop	Hep lipid drop cells 6.5 µM	TNAP activation fold	Dynein cargo inh	Dynein cargo inh cytoplasmic EGFP	Dynein cargo inh nuclear GR-EGFP	Dynein cargo inh cell count	Myeloid diff 2	Myeloid diff 2 GFP+ MAC1+ %	MT stabilize HCS	MT stabilize HCS Hoechst-high %	MT stabilize HCS cytotoxicity %	bCat nuc transl	bCat nuc transl cell count 5 µM
1	CCOC(=O)c1nc(-c2ccccc2)oc1N1CCOCC1
  8.2%	-0.36	1246	i	44.1	4.4	715	1	-0.417	-0.197	0.214	0.524	i	0.3	3.3	2.9	4.1	-0.2	1063
2	Cc1[nH]c2ccccc2c1/C=C/c1nc2ccccc2c(=O)n1-c1cccc([N+](=O)[O-])c1
  8.4%	-0.08	1132	i	44.7	21.3	554	1	3.16	-0.0341	1.41	-1.23	i	0.3	2.6	1.6	4.1	.	.
3	CCOC(=O)CSc1nnc(Cc2cc(=O)[nH]c(=O)[nH]2)n1-c1ccc(Cl)cc1
  -14.9%	-0.69	906	i	41.3	.	.	0.9	-0.845	-0.163	-0.485	0.319	i	1.6	5.8	3.0	2.8	-1.1	1143
4	CC(=C/C(=O)O)/C(=C\c1ccc(Br)o1)C(=O)O
  .	0.03	1136	i	27.5	-5.8	718	.	0.0941	-0.258	0.0593	-0.302	i	0.7	.	.	.	-1.2	1425
5	COC(=O)c1c(NC(=O)/C=C/C(=O)O)sc(C)c1-c1ccc(C(C)C)cc1
  -9.1%	-0.17	1509	i	24.0	-8.8	583	1	-1.79	-0.0584	-0.223	-0.465	i	0.9	7.5	1.6	11.3	5.2	903
6	Cc1ccc(-n2nc3c(c2NC(=O)c2ccc4c(c2)OCO4)CSC3)cc1
  -3.4%	.	.	i	28.5	12.6	726	1.1	-0.627	-0.25	-0.371	1.23	i	1.2	3.1	1.9	5.9	-1.2	451
7	Cn1c(=O)c2c(nc(CN3CCN(c4ccccc4)CC3)n2Cc2ccccc2Cl)n(C)c1=O
  -3.2%	-0.07	881	.	.	.	.	1	-0.292	-0.158	0.111	0.0728	i	1.6	37.0	11.3	41.5	-8.1	855
8	O=C(NC1CCCCC1)C1CCCN(S(=O)(=O)c2cccs2)C1 (stereo not drawn)
  -15.3%	-0.16	1257	i	49.0	.	.	1	-0.758	-0.296	-0.253	0.369	i	0.7	4.7	3.8	1.5	-0.7	1373
9	COc1cccc(NC(=O)COC(=O)CNS(=O)(=O)c2c(F)cccc2F)c1
  9.7%	-0.87	1373	i	37.4	15.0	544	1.4	-0.451	0.165	-0.138	0.557	i	0.7	2.8	2.8	7.5	-1.3	1081
10	COc1ccc(/C=c2\sc3nc(-c4ccccc4)c(-c4ccccc4)n3c2=O)cc1OC
  18.0%	1.12	1515	i	54.0	.	.	1	-0.221	-0.158	0.337	0.401	i	0.8	4.9	3.5	11.7	-2.6	985
11	CCCCC(=O)Nc1ccc(C(=O)N(CC)c2ccccc2C)cc1
  -6.8%	0.08	1506	i	22.8	-7.6	663	1.2	1.3	-0.0821	1.29	-1.56	i	0.1	5.5	5.5	0.6	-3.4	1063
12	COC(=O)CSc1nnc(NC(=O)/C=C\c2ccc3c(c2)OCO3)s1
  -12.4%	0.19	1277	i	6.8	0.0	604	1	-0.316	-0.21	0.451	0.152	i	0.9	3.4	1.3	10.5	2.2	868
13	C=CCNC(=O)c1ccc(CNS(=O)(=O)c2ccc(NC(C)=O)cc2)cc1
  12.1%	0.07	706	i	38.6	-0.2	738	1.1	0.35	-0.082	0.638	-0.639	i	1.3	2.2	1.8	6.3	-1.1	1074
14	O=C(NC12CC3CC(CC(C3)C1)C2)N1CCC(n2nnc3ccccc32)CC1
  -1.1%	1	1056	i	10.4	.	.	1.1	-0.189	-0.0399	0.247	0.232	i	2.1	4.3	3.2	6.6	0.8	1150
15	CN(C)S(=O)(=O)c1cccc(C(=O)Nc2ccccc2[N+](=O)[O-])c1
  4.8%	0.05	1285	i	49.9	-21.9	634	1	-0.216	-0.214	0.0376	0.413	i	0.8	5.3	3.1	7.5	3.4	469
16	CC(C)OP(=O)(OC(C)C)C(Nc1ccccc1)c1cccnc1 (stereo not drawn)
  .	-0.1	1015	i	20.8	-7.0	669	.	-0.306	-0.237	0.43	0.694	i	0.4	.	.	.	0.2	1421
17	CCOC(=O)c1cnn2c(C)cc(-c3ccccc3)nc12
  11.6%	-0.11	1088	i	42.6	1.7	788	1	0.505	-0.295	0.164	0.334	i	2.2	3.3	1.8	0.2	-1.3	1019
18	Cc1nc(Cl)c2c(n1)N(CC(N)=O)C(=O)CO2
  -2.1%	1.39	1258	i	63.2	8.1	721	1	0.262	-0.336	-0.212	0.756	i	0.4	2.4	2.9	11.0	2.1	453
19	O=C1OCCC1Sc1nc2ccccc2c(=O)n1Cc1ccc(F)cc1 (stereo not drawn)
  10.1%	1.59	1186	i	32.5	-3.1	688	1	-0.47	-0.308	-0.59	0.707	i	0.3	2.5	3.1	10.0	.	.
20	C=CCNC(=S)NNC(=O)COc1cccc(Cl)c1
  4.5%	0.06	1682	i	35.8	.	.	2.6	0.668	-0.0547	0.367	-0.67	i	0.9	1.5	2.2	7.6	-0.9	1265
21	Cc1ccc(C(=O)Nc2ccc(Cc3ccncc3)cc2)cc1[N+](=O)[O-]
  0.4%	0.25	1686	i	47.7	.	.	1.1	-0.753	-0.101	0.315	-0.0985	i	0.8	2.0	1.5	6.1	-1.2	1385
22	CCOC(=O)N1CCC(NC(=O)c2cc(S(=O)(=O)N3CCc4ccccc43)cn2C)CC1
  -4.5%	-0.38	1211	i	13.7	.	.	1	-0.707	-0.319	-0.00929	0.188	i	0.7	1.9	2.1	8.1	-3.3	1015
23	COc1ccc(C(=O)c2cnc[nH]2)cc1OC
  .	-0.05	1518	i	35.8	5.1	759	.	1.75	-0.272	0.367	0.0931	i	0.3	.	.	.	-0.6	1036
24	COc1ccccc1CC(=O)NNS(=O)(=O)c1ccccc1[N+](=O)[O-]
  -0.8%	0.97	1554	i	53.8	8.2	749	1	-0.805	-0.219	-0.261	0.15	i	0.1	3.2	2.4	5.9	0.8	1568
25	CCc1nc(-c2ccccc2)cc(=O)[nH]1
  5.3%	0.63	968	.	.	-1.1	773	1	0.122	0.0961	0.228	0.408	i	10.9	0.9	1.1	4.3	-1.6	1113
26	CC(=O)c1sc(NC(=O)c2ccc(C)cc2)nc1C
  -0.7%	-0.17	1498	i	38.3	.	.	1.1	0.607	-0.166	0.709	-0.0885	i	1.2	3.3	1.9	7.0	-0.9	1444
27	COc1ccc(C(=O)c2cnc3ccccc3c2-c2ccccc2)cc1
  -1.8%	-0.22	1453	i	62.6	.	.	1.1	-0.196	-0.194	0.378	0.189	i	0.6	4.7	2.4	1.9	-1.2	1407
28	CCOc1ccc(Br)cc1S(=O)(=O)Nc1ccc(NC(=O)c2ccccc2F)cc1
  15.1%	-0.38	1277	i	47.2	-27.9	543	1.2	-0.332	-0.254	-0.39	-0.0688	i	0.7	3.5	2.2	4.4	-1.5	973
29	Cc1ccc(CC(=O)NCCCn2ccnc2)cc1
  0.9%	0.17	1591	i	32.2	7.5	658	1.1	0.236	-0.0977	0.153	-0.682	i	0.3	2.4	3.4	5.4	-1.8	1113
30	CCOC(=O)C(Cc1ccccc1)C(=O)Nc1cccc2ccccc12 (stereo not drawn)
  14.7%	0.76	1518	i	48.9	-4.9	636	1.1	-0.448	-0.262	0.0583	2.83	i	0.4	3.3	3.1	10.9	2.1	1103
31	Cc1cc(C)c2nc(N3CCC(C(=O)N4CCN(C(=O)c5ccco5)CC4)CC3)sc2c1
  5.5%	0.64	1035	i	7.9	-3.3	785	1.1	0.218	-0.26	-0.0703	0.77	i	0.8	2.7	1.3	7.7	-4.0	1267
32	O=C(O)C1CSC(CCc2ccccc2)N1 (stereo not drawn)
  10.1%	0.24	1162	i	41.0	.	.	1.1	0.861	-0.218	1.07	-0.386	i	0.8	4.1	2.6	5.5	2.0	708
33	Cc1cc(C)c(C(=O)CSc2n[nH]c(=O)n2C2CC2)cc1C
  6.1%	-0.74	1276	i	44.6	-1.5	751	1	-0.579	-0.216	-0.884	0.287	i	1.0	4.5	2.6	3.4	-4.7	1170
34	O=C(N/N=C/c1cccc(Oc2ccccc2)c1)c1cccc(Br)c1
  6.3%	0.07	1514	i	9.0	.	.	1.2	-0.221	-0.135	-0.298	0.63	i	0.9	2.2	1.5	2.5	0.2	1406
35	COCCn1nnnc1C(c1ccc(OC)c(OC)c1)N1CCN(c2nc3ccccc3s2)CC1 (stereo not drawn)
  7.7%	-0.79	1244	i	30.1	2.4	776	1.1	-0.45	-0.376	-0.382	1.03	i	0.6	4.9	1.4	0.9	-4.9	1183

# Screens: PubChem BioAssay, several laboratories
